NCOA3 inh: SRC3 coactivator transcriptional activity inhibitors, primary screen, cell-based, luminescence; Nuclear receptor coactivator 3 (Homo sapiens), Q9Y6Q9; HEK293 GAL4-SRC3 luciferase reporter; hit rate 0.17% among 360,000; inhibition, % at 3.6 µM;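 active means inhibition above a per-campaign cutoff, the mean of all compounds plus 3 SD, cut at about 60% in these data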;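 further: 0% = DMSO-treated cells and 100% = gossypol-treated cells at 36 µM; higher means less SRC3-driven luciferase light from the GAL4 reporter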
SRC1 inh: SRC1 coactivator transcriptional activity inhibitors, primary screen, cell-based, luminescence | hit rate 0.12% among 360,000 | inhibition, % at 3.6 µM | HEK293 GAL4-SRC1 luciferase reporter | Nuclear receptor coactivator 1 (Homo sapiens), Q15788 | AID 588354, 2011;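 active means inhibition above the campaign mean plus 3 SD, with each screening campaign given its own cutoff, cut at about 60% in these data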;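 further: 0% = DMSO treated cells and 100% = gossypol at 36 µM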
NOD2 RIPK2 PPI: NOD2-RIPK2 binding disruptors in cells, primary screen, fluorescence, CHO cells, BLA complementation; CCF4 ratio; inhibition, % at 4.98 µM; hit rate 0.38% among 360,000; AID 624267, 2012; in the data active means inhibition above about 21%;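 further: 0% = vehicle only and 100% = reference blocker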
NCOA2 inhibitor: inhibition of GAL4-SRC2 driven luciferase reporter, primary screen, SRC2 inhibitor project, cell-based, luminescence; Nuclear receptor coactivator 2 (Homo sapiens), Q15596; HEK293 GAL4-SRC2 luciferase reporter; inhibition, % at 9 µM; hit rate 0.17% among 370,000; AID 651957, 2012;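 active means inhibition above the mean inhibition of all tested compounds plus 3 SD, set per campaign, cut at about 52% in these data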;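 further: 0% = DMSO treated cells and 100% = cells given Gossypol at 36 µM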
TLR9-MyD88 block: inhibitors of TLR9-MyD88 association in cells, primary screen, cell-based, CHO, BLA complementation, fluorescence. Toll-like receptor 9 (Homo sapiens) + Myeloid differentiation primary response protein …. CCF4 FRET ratio. inhibition, % at 4.98 µM. hit rate 0.21% among 340,000. AID 504734, 2011;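 active means inhibition above the mean over all tested compounds plus 3 SD, cut at about 21% in these data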;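 further: 0% = DMSO only wells and 100% = clavulanate BLA inhibitor control wells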
TWEAK Fn14 block: inhibitors of TWEAK-Fn14 signaling, primary screen, luciferase reporter cells, uHTS. TWEAK-stimulated Fn14 reporter cells, luciferase luminescence, 8 h. inhibition, % at 10 µM. hit rate 2% among 360,000. AID 1159606, 2016; in the data active means inhibition above about 50%
COUP-TFII inh: NR2F2 transcriptional activity inhibitors, primary screen, cell-based, luciferase reporter, HEK293T, luminescence; HEK293T NGFI-A luciferase reporter; hit rate 0.7% among 370,000; inhibition, % at 8.6 µM;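 active means inhibition above a per-plate cutoff, mean inhibition of test wells between control levels plus 3 SD, cut at about 38% in these data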;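 further: cells cotransfected with COUP-TFII expression vector driving the NGFI-A reporter; 0% = median of COUP-TF2 test wells and 100% = reporter-only cells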
Target sequence (P24468 whole entry, looked up): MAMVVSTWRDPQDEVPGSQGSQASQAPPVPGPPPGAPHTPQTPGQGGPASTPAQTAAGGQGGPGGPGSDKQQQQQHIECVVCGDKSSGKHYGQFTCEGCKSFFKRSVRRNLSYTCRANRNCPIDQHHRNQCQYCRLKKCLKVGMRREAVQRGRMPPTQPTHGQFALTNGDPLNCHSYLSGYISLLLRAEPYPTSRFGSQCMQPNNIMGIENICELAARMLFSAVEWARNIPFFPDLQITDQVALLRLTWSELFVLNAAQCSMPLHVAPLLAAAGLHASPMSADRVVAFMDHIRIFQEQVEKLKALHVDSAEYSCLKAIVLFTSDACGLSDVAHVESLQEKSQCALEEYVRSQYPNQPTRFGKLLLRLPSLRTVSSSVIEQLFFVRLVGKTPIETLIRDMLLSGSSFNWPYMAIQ
EBV LMP1 NFkB: EBV LMP1-driven NF-kappaB luciferase reporter inhibitors, primary screen, cell-based, luminescence, single point; inhibition, % at 12.5 µM; AID 504558, 2011; LMP1-induced NF-kappaB luciferase reporter cells; hit rate 0.69% among 350,000; in the data active means inhibition above about 41%;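 further: 0% = neutral control wells and 100% = reference inhibitor control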
LRH-1 inv ag: LRH-1 (NR5A2) inverse agonists, primary screen, cell-based, luminescence, HEK293T, StAR-luciferase reporter | AID 602396, 2012 | LRH-1 transfected, 24 h | hit rate 0.13% among 360,000 | Nuclear receptor subfamily 5 group A member 2 (Homo sapiens), O00482 | inhibition, % at 3.6 µM;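 active means inhibition above the mean inhibition of all tested compounds plus 3 SD, cut at about 73% in these data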;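 further: 0% = DMSO wells and 100% = reporter-only cells lacking LRH-1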
Target sequence (O00482 whole entry, looked up): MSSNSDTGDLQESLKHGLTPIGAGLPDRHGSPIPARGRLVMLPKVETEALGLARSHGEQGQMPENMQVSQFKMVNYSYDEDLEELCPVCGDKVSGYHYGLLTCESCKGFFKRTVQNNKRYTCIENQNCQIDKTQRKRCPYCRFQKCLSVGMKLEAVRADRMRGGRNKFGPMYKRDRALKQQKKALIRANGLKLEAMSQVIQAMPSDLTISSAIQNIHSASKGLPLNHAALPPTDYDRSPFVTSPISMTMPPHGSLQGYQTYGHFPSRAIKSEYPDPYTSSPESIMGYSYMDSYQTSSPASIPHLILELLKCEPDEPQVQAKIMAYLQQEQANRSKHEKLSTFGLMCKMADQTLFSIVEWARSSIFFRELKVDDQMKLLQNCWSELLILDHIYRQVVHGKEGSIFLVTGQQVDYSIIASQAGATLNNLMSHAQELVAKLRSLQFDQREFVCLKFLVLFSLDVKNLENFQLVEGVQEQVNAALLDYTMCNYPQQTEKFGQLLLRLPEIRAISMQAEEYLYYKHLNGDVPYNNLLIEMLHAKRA
TROY signal inh: inhibitors of TROY-driven NF-kB signaling, primary screen, Q293 LMP1-TROYcd cells, NF-kB luciferase, uHTS. Q293 LMP1-TROYcd NF-kB luciferase reporter, 4 h. inhibition, % at 10 µM. hit rate 0.98% among 360,000;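 active means compounds whose plate-normalised and pattern-corrected inhibition of the luciferase reporter signal at the single screening dose is 50% or more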
TRAIL sens C8: viability loss with TRAIL in NB7+C8 cells, primary screen, TRAIL sensitizer project, cell-based, ATPlite luminescence; hit rate 1% among 360,000; inhibition (viability loss, TRAIL sensitization), % at 10 µM;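 active means compounds causing at least 50% loss of cell viability in the single-dose screen, relative to plate controls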
Numbers without * were called inactive; . = no result given. These rows are one share of the data. The share of hits here may be higher or lower than overall.

SMILES	NCOA3 inh	SRC1 inh	NOD2 RIPK2 PPI	NCOA2 inhibitor	TLR9-MyD88 block	TWEAK Fn14 block	COUP-TFII inh	EBV LMP1 NFkB	LRH-1 inv ag	TROY signal inh	TRAIL sens C8
COc1ccc(C(=O)CCNc2cccc(Cl)c2)cc1	-42	-57	-3	-34	-7	-22	-29	-27	-72	-75	-7
CC(c1n[nH]c(=S)n1-c1ccccc1)N1CCCCC1 (stereo unspecified)	1	7	-7	8	.	11	-10	-4	-7	-11	-2
O=C1SC(SCc2ccccc2)=N/C1=C\c1ccco1	-12	-10	-4	-6	-4	16	-13	-2	-20	-9	1
COc1ccc(/C=C2\N=C(SC)N(C)C2=O)cc1	-1	8	0	-16	-1	-2	-15	-9	-17	-26	8
COc1ccc(-c2c(-c3cc(OC)cc(OC)c3)n(C)c3ccc(-c4ccc5c(c4)OCCO5)cc23)cc1	0	-2	-3	-2	1	-50	-1	-9	1	-13	13
COc1ccc(C(=O)Nc2c(C)ccc3nsnc23)cc1[N+](=O)[O-]	21	7	-4	-9	-5	-2	-19	2	-6	-4	-2
COc1ccc(S(=O)(=O)n2nc(-n3c(C)ccc3C)c3c(F)cccc32)cc1OC	4	12	-3	26	1	-9	8	-5	-8	1	2
OCCNCCOc1ccccc1F	10	11	-26	2	-6	-16	-1	4	0	-24	-6
Cc1ccc2c(c1)[C@H]1[C@H](CO2)[C@H](c2ccccc2)[C@]2(C)C(=O)N(C)CC(=O)N12	16	8	-7	7	-7	-5	3	7	16	-1	-2
COC(=O)c1ccc(NS(=O)(=O)c2cc3c4c(c2)CCC(=O)N4CCC3)cc1	13	22	-8	-25	-4	-22	9	1	7	14	3
O=C(c1ccccc1)N1CCOC12CCN(c1ncc(C(F)(F)F)cc1Cl)CC2	15	3	-4	-2	-23	11	-7	-4	-3	14	9
CCOC(=O)CS(=O)(=O)CC(=O)Nc1ccc([N+](=O)[O-])cc1OC	3	-3	-12	7	-9	0	6	-3	5	-14	19
Cc1ccc(C(=O)NCC(=O)Nc2ccc(Cl)cc2)s1	-13	-9	-5	10	-5	0	-14	5	-9	-5	-8
CC(=O)N1CCC(N(CCN2CCOCC2)C(=S)Nc2c(C)cccc2C)CC1	6	-2	-14	-8	6	8	14	-1	21	-7	-17
Cc1cc(C)cc(NC(=O)C2CCCN(S(=O)(=O)c3ccc4[nH]c(=O)ccc4c3)C2)c1 (stereo unspecified)	0	-16	-4	-13	-6	-17	2	-9	7	7	-24
O=C1CCN(CC2CCCCC2)C=C1C(=O)c1ccccc1	6	-9	12	-6	6	-3	-8	-2	5	6	-16
COc1ccc(OC)c(S(=O)(=O)N2Cc3ccccc3CC2C(=O)O)c1 (stereo unspecified)	3	-5	-3	-18	-3	-1	-21	0	8	-9	-17
O=C(O)c1ccc(NC(=S)NC(=O)c2ccc(-c3ccccc3)cc2)cc1	-41	-11	-14	-28	-14	14	-12	-12	-45	-49	11
O=C(COc1ccc(S(=O)(=O)NCc2ccccc2)cc1)N1CCOCC1	0	-7	-1	-15	-3	-4	0	-2	-5	5	-12
CCCN1C(=O)/C(=C/c2ccc(C)s2)SC1=Nc1ccc(OC)cc1	-1	-4	2	-7	4	8	-5	-9	-6	0	-7
CSc1nsc(SC)c1C(=O)OCC(F)(F)F	13	2	-5	-6	7	10	-4	-8	7	6	-16
CC(=O)Oc1ccc(N2C(=O)C3C(C2=O)C2C=CC3C23CC3)cc1[N+](=O)[O-] (stereo unspecified)	19	2	-10	23	-5	2	-3	-1	-2	-14	2
Cc1ccccc1N(C=O)c1ccccc1C	0	3	-8	0	3	2	-1	-1	5	14	0
O=C1CC2(CCN(C(=O)COc3ccccc3)CC2)Oc2ccccc21	26	6	4	27	0	8	-4	-2	3	11	6
CC(=O)N1CCCN(Cc2cn(-c3cccc(C)c3)nc2-c2cccc(F)c2)CC1	7	3	1	-4	-1	-16	-11	-4	8	-24	-3
O=C(O)C1OC(C(=O)O)C(C(=O)O)C1C(=O)O (stereo unspecified)	-27	4	0	-2	-6	8	-1	1	-19	-4	-14
O=C(CN(Cc1ccc(Br)cc1)S(=O)(=O)c1ccccc1)NCc1cccnc1	16	20	4	0	-5	13	10	6	5	0	2
C#Cc1ccc([C@@H]2C=C(C(=O)N3CCN(Cc4ccc5c(c4)OCO5)CC3)O[C@H](OCCCCO)C2)cc1	-55	3	4	-14	-4	-1	-4	1	-2	-2	-16
Cc1nc2ccccc2nc(=O)c1NNc1ccc([N+](=O)[O-])cc1	4	3	1	-11	11	-21	-25	-22	30	10	-2
CC1(CC(=O)O)SC(=O)NC1=O (stereo unspecified)	-21	0	-12	-4	-2	-4	9	-3	-1	-19	-7
Cc1ccc(NC(=O)CN2C(=O)CSC2=O)cc1	0	0	-5	-26	-4	26	-2	-4	1	.	-8
CCOc1cc(C(=O)N[C@@H](C)C(=O)N2CCC3(CC2)NCCc2[nH]cnc23)cc(OCC)c1OCC	10	-6	-8	-19	-5	1	8	-2	6	-18	12
C=C(C)c1cccc(C(C)(C)NC(=O)N2CCCC(C)C2)c1 (stereo unspecified)	13	-12	-4	-8	-6	-89	-17	6	20	8	-2
CC(C)CNc1ncnc2c1ncn2[C@H]1CN(Cc2ccc(-c3ccccc3)cc2)C[C@@H](CO)O1	7	18	1	-3	.	51*	61*	.	12	28	23
C=CCC[C@H](Cc1ccc(F)cc1)C(=O)OC[C@H](C)NC(=O)[C@@H](CC=C)CC(=O)N[C@H](CO)Cc1ccccc1	-6	-2	0	-33	-5	6	-5	0	10	12	4
Cc1ccc(Nc2cc(=O)oc3ccccc23)c(C)c1	9	-4	4	-16	-2	41	0	1	5	3	15
Clc1ccc(OCCOCCN2CCCCC2)c(Br)c1	-3	3	-16	-12	0	-12	-16	17	-1	-13	13
COc1ccc(-c2cc(C(=O)N(C)Cc3ccc(OC)c(OC)c3OC)c3ccccc3n2)cc1OC	35	-2	-12	27	-7	20	9	34	26	20	21
S=C(NCc1ccco1)N/N=C/c1ccccc1Cl	5	-14	-8	7	5	7	4	-8	-6	-24	-6
O=C(c1cccs1)N(Cc1cccc(Cl)c1)C1CCS(=O)(=O)C1 (stereo unspecified)	10	5	-10	7	-8	14	0	-7	-10	2	-1
O=C(COc1ccccc1)NCC(=O)N/N=C/c1ccc(Br)cc1	1	5	-3	-13	-13	-9	9	-2	-3	5	-10
CCC1CCc2c(sc(NC(=O)C3CC=CCC3C(=O)O)c2C#N)C1 (stereo unspecified)	4	10	-16	21	3	4	11	0	13	-5	1
Cn1ccnc1CN1CCN(C(=O)c2cc(COc3ccc(F)c(F)c3)on2)CC1	-19	-18	-11	-15	-1	12	22	3	22	-2	-17
C(=C\c1ccccc1)/CN1CCN(C(c2cc3ccccc3o2)c2nnnn2C2CCCCC2)CC1 (stereo unspecified)	5	9	-3	-14	.	14	7	.	12	47	-17
CC1(C)SCC(C(=O)O)N1C=O (stereo unspecified)	-5	-22	9	-25	3	10	-9	-13	-10	7	-7
CCN=C1SC(CC(=O)Nc2sc3c(c2C#N)CCCC3)C(=O)N1CC (stereo unspecified)	10	-6	-14	-4	-4	-18	3	9	-11	-1	-3
O=C(NC1CCCCC1)c1cc(S(=O)(=O)N2CCOCC2)c(Cl)cc1Cl	0	0	-8	-3	-2	10	-9	8	-6	-2	-11
CNC(=O)C(=O)NCC1OCCN1S(=O)(=O)c1ccc(OC)c(OC)c1 (stereo unspecified)	-8	-42	-10	-18	-11	-4	7	3	3	2	-20
COc1cc(OC)nc(NC(=O)COC(=O)C2CCCCC2)n1	-2	2	-5	-10	-5	-1	2	-11	-14	-5	-7
Cc1cc(C)n(CCCNC(=O)COc2ccc([N+](=O)[O-])cc2)n1	-6	-2	5	12	1	5	-15	5	7	-12	-5
COc1ccc(-c2nn3c(-c4cccc(C)c4)nnc3s2)cc1OC	9	1	-3	-6	0	-34	9	11	-3	-12	-5
Cc1ccccc1NC(=O)Cc1nc(COC(=O)c2cc(Br)ccc2O)cs1	-8	3	-8	4	-7	-1	-3	6	-5	-2	-6
CC(C)n1c(=O)[nH]c2ccccc21	-2	1	-3	-1	-3	6	5	-13	-3	-4	-15
O=C1OCc2cc(NS(=O)(=O)c3cccs3)ccc21	0	-25	-12	-13	2	18	-21	7	-25	9	10
O=C(Nc1ccccc1)C1CC(=O)N(C2CCCCC2)C1 (stereo unspecified)	-2	-7	6	9	-9	-12	-5	-6	-10	11	4
Cc1nc(C(=O)NC(C)C)nn1-c1cc(Cl)cc(Cl)c1	16	-41	5	-12	-6	-13	15	7	10	10	0
COC(=O)c1cc(Br)ccc1-c1ccc(/C=N/n2nnnc2N)o1	30	-8	-3	3	-2	0	-4	-9	-16	-8	16
CCc1ccc(C)[n+](CC(=O)c2cccs2)c1	-2	15	3	-7	-16	-4	18	1	14	-8	-12
COCCOC(=O)C1=C(C)NC(=S)NC1c1cccs1 (stereo unspecified)	8	5	-8	-5	12	8	-5	-4	-15	-39	-5
O=C(NN1C(=O)/C(=C\c2ccc(O)c([N+](=O)[O-])c2)SC1=S)c1ccccc1Cl	13	-19	1	4	3	0	5	-9	-19	16	6

Whole records from above. Values in the order: NCOA3 inh, SRC1 inh, NOD2 RIPK2 PPI, NCOA2 inhibitor, TLR9-MyD88 block, TWEAK Fn14 block, COUP-TFII inh, EBV LMP1 NFkB, LRH-1 inv ag, TROY signal inh, TRAIL sens C8
`CNC(=O)C(=O)NCC1OCCN1S(=O)(=O)c1ccc(OC)c(OC)c1` (stereo unspecified) across the screens: -8, -42, -10, -18, -11, -4, 7, 3, 3, 2, -20
`O=C(COc1ccccc1)NCC(=O)N/N=C/c1ccc(Br)cc1` across the screens: 1, 5, -3, -13, -13, -9, 9, -2, -3, 5, -10

Next section
SMILES	NCOA3 inh	SRC1 inh	NOD2 RIPK2 PPI	NCOA2 inhibitor	TLR9-MyD88 block	TWEAK Fn14 block	COUP-TFII inh	EBV LMP1 NFkB	LRH-1 inv ag	TROY signal inh	TRAIL sens C8
COc1cc2c(cc1OC)C(Cc1ccc(O)cc1)N(C)CC2 (stereo unspecified)	6	11	-5	-16	-5	-2	-41	-13	5	11	-6
CCOC(=O)c1cccc(NC(=O)CSc2nnc(-c3cccnc3)n2CC)c1	-2	-18	1	-9	2	5	16	-2	14	-2	-17
COc1ccc(/C(C)=N/NC(=O)CNC(=O)c2cccs2)cc1OC	-3	-31	-7	-20	-14	-8	0	8	-15	11	5
COc1ccc(N2CCN(C(=O)c3ccc(S(=O)(=O)N4CCCC4)cc3)CC2)cc1	-19	-7	-15	5	3	26	-9	-2	4	8	7
O=C(CCn1c(=S)oc2ccccc21)Nc1cccc(F)c1	9	4	-9	11	8	-16	18	-20	7	11	-9

Source: PubChem BioAssay
